Bioassay records (PubChem)
TTR transcr act – TTR transcription activators in neuroblastoma reporter cells, primary screen, cell-based, luminescence, SH-SY5Y, TTR promoter Gaussia luciferase | 92,000 tested, 1.3% active | activation, % at 16.7 µM | 100% = recombinant luciferase protein wells | AID 1117267, 2014;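 active = activation above the mean of all tested compounds plus 3 SD, cut at about 9.5% in these data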;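 note: cells exposed to compounds for one day before reading; 0% = median of all test compound wells on the plate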
An asterisk follows results filed as active. Some of the compounds tested; the hit share may differ from the screen's.

Preview (16 entries):
SMILES	TTR transcr act
CC(C)C(O)C1CCN(Cc2nc(Cc3ccccc3Cl)no2)CC1 (configuration not stated)	1.3
COc1ccc(-c2nc3ccccc3s2)cc1	-0.3
COc1c(C)cc(C(=O)C2CCCN(Cc3cccc4nccnc34)C2)cc1C (configuration not stated)	0.4
O=C1CCCC2=C1C(c1cccs1)CC(=O)N2c1ccc(F)cc1 (configuration not stated)	-2.5
Cc1ccc(OCCOc2ccc(S(=O)(=O)N3CCCC3)cc2C(N)=O)cc1	-2.3
CCOC1(OCC)N=C(N)C2(C#N)C(c3cccc(OC)c3OC)C12C#N (configuration not stated)	6.1
Cc1cc(C(=O)NCc2nc(-c3ccccc3)no2)ccc1[N+](=O)[O-]	0.1
CCCNC(=S)NC1CC2CCCC(C1)N2CC(C)C (configuration not stated)	-1.0
N#C/C(=C(/O)Cc1ccccc1)P(=O)(c1ccccc1)c1ccccc1	4.5
CCOc1ccc2[nH]c(=O)c(CN(Cc3ccccc3)C(=O)N3CCCC3)cc2c1	-2.1
CC(C)=CCN1CCN(Cc2c(C)nn(C)c2Cl)CC1CCO (configuration not stated)	0.3
CC(C)C(=O)N1CCC1(C)C(=O)NCc1cc(Cl)ccc1F (configuration not stated)	-0.2
OC(c1ccccc1)c1nc(-c2cc(F)cc(F)c2)cs1 (configuration not stated)	1.8
C=CCC1(O)C(=O)N2C(=C1C(=O)N1CCOCC1)c1ccccc1CC2(C)C (configuration not stated)	-0.4
CCOC(=O)N/N=C/c1cn(Cc2ccc(Cl)cc2)c2ccccc12	-2.4
Cc1cc(C)cc(NC(=S)NCCCN2CCOCC2)c1	2.0

The listing, repeating the preview:
SMILES	TTR transcr act
CC(C)C(O)C1CCN(Cc2nc(Cc3ccccc3Cl)no2)CC1 (configuration not stated)	1.3
COc1ccc(-c2nc3ccccc3s2)cc1	-0.3
COc1c(C)cc(C(=O)C2CCCN(Cc3cccc4nccnc34)C2)cc1C (configuration not stated)	0.4
O=C1CCCC2=C1C(c1cccs1)CC(=O)N2c1ccc(F)cc1 (configuration not stated)	-2.5
Cc1ccc(OCCOc2ccc(S(=O)(=O)N3CCCC3)cc2C(N)=O)cc1	-2.3
CCOC1(OCC)N=C(N)C2(C#N)C(c3cccc(OC)c3OC)C12C#N (configuration not stated)	6.1
Cc1cc(C(=O)NCc2nc(-c3ccccc3)no2)ccc1[N+](=O)[O-]	0.1
CCCNC(=S)NC1CC2CCCC(C1)N2CC(C)C (configuration not stated)	-1.0
N#C/C(=C(/O)Cc1ccccc1)P(=O)(c1ccccc1)c1ccccc1	4.5
CCOc1ccc2[nH]c(=O)c(CN(Cc3ccccc3)C(=O)N3CCCC3)cc2c1	-2.1
CC(C)=CCN1CCN(Cc2c(C)nn(C)c2Cl)CC1CCO (configuration not stated)	0.3
CC(C)C(=O)N1CCC1(C)C(=O)NCc1cc(Cl)ccc1F (configuration not stated)	-0.2
OC(c1ccccc1)c1nc(-c2cc(F)cc(F)c2)cs1 (configuration not stated)	1.8
C=CCC1(O)C(=O)N2C(=C1C(=O)N1CCOCC1)c1ccccc1CC2(C)C (configuration not stated)	-0.4
CCOC(=O)N/N=C/c1cn(Cc2ccc(Cl)cc2)c2ccccc12	-2.4
Cc1cc(C)cc(NC(=S)NCCCN2CCOCC2)c1	2.0
COc1ccc(-c2nnco2)cc1OC	-1.5
C[C@@H](O[Si](c1ccccc1)(c1ccccc1)C(C)(C)C)[C@@H]1NC(=O)[C@@H]2C[C@]3(Br)c4ccccc4N(S(=O)(=O)c4ccccc4)[C@@H]3N2C1=O	3.1
O=C(COC(=O)c1cc(Cl)cc(Cl)c1)NCCN1C(=O)CSC1=O	4.2
COCc1cc(=O)[nH]c(SCCS(=O)(=O)c2ccc(Cl)cc2Cl)n1	-0.6
C=CCN1C(=O)N(c2ccc(F)cc2)C(=O)C1CC(=O)Nc1ccc(Cl)cc1 (configuration not stated)	-0.3
Cc1cc(OCC(=O)OCC(=O)NCc2cccs2)ccc1Cl	5.6
COc1ccc(CCCC(=O)NC2CCCCC2)cc1	6.6
Cc1ccc(C(=O)COC(=O)c2cnccn2)cc1[N+](=O)[O-]	-1.6
COC(=O)c1c(-c2ccc(S(C)(=O)=O)cc2)sc2cc(OC)ccc12	0.6
CN(CC(=O)Nc1ccc(F)cc1)CC(=O)N(C)C1(C#N)CCCCC1	1.4
Cc1ccc(N(CC(O)Cn2c3ccccc3c3ccccc32)S(C)(=O)=O)cc1 (configuration not stated)	1.1
Cc1ccccc1S(=O)(=O)NC(=O)C1(C)CCN1C(=O)c1cccc2ccccc12 (configuration not stated)	-4.5
O=C(O)c1cccc(N2C(=O)c3cccc(Oc4ccc(Cl)cc4)c3C2=O)c1	3.7
CN(C)S(=O)(=O)c1ccc(-c2csnn2)s1	0.7
CCSc1nnc(Cc2cc(=O)[nH]c(=O)[nH]2)n1-c1ccc(F)cc1	3.2
Nc1cc(N)nc(SCC(=O)Nc2ccc3c(c2)OCCCO3)n1	1.7
Cc1ccccc1NC(=O)Cc1nnc(SCC(=O)NC2CCCC2)n1C	2.6
Cc1cn(C2CC(O)C(CO)O2)c(=O)n(Cc2ccccc2)c1=O (configuration not stated)	1.1
COc1ccc(Cn2ccc3ccc(-c4ccc5ccn(C(=O)c6ccccc6)c5c4)cc32)cc1	-1.0
O=C(Nc1cccs1)Nc1ccccc1Br	0.7
CCOP(=O)(OCC)c1nc(-c2ccccc2)oc1NCc1ccccc1	0.9
Fc1ccc(-c2nc3c(-c4ccccc4)cnn3cc2CCN2CCOCC2)cc1	-0.9
O=C(CN1CCOCC1)NC1C2CC3CC(C2)CC1C3 (configuration not stated)	-0.4
CCOC(=O)c1cc2cc(-c3c(C(=O)OCC)oc4cc(O)cc(O)c4c3=O)ccc2o1	-1.2
COc1ccc(NC(=O)c2nc3ccccc3s2)cc1	-2.4
Cc1cccc(CN2CCC(n3nccc3NC(=O)CCCc3ccccc3)CC2)n1	-0.6
CN1C2=N[C@@H](c3ccc4c(c3)OCO4)CC(=O)N2/C(=C\c2ccccc2)[C@H]1c1ccccc1	0.3
Cc1c(C(=O)N2CCCCC2)nnn1-c1nonc1N	0.8
CC(=O)Nc1nc2ccccc2n1Cc1ccccc1C	0.6

Looked up above.
TTR transcr act result of COc1ccc(NC(=O)c2nc3ccccc3s2)cc1 → -2.4
TTR transcr act result of Cc1cccc(CN2CCC(n3nccc3NC(=O)CCCc3ccccc3)CC2)n1 → -0.6

Next part:
SMILES	TTR transcr act
S=C(NCc1ccco1)N1CCN(c2ccc(Cl)cc2)CC1	1.0
O=C(CN1C(=O)c2ccccc2C1=O)OCC(=O)c1ccc(F)cc1	-0.8
Cc1ccccc1NC(=O)Cc1nc(COC(=O)c2cc(Cl)ccc2O)cs1	-0.9
NNC(=O)COc1ccccc1F	-2.3
O=C(OCc1cc2ccccc2[nH]c1=O)c1cccs1	-0.2
O=C(NN1C(=O)C2CCCCC2C1=O)c1ccco1 (configuration not stated)	2.1
O=C(O)COc1ccccc1/C=N/NC(=O)CSc1nnc(-c2ccc(Cl)cc2)n1C1CCCCC1	-0.7
CC1CCCC(C)N1C(=O)COC(=O)c1ccc(O)cc1 (configuration not stated)	-0.2
CCc1cc(=O)oc2c(C)c(OCC(=O)NCCCN3CCOCC3)ccc12	5.8
COc1ccc(NC(=O)CSc2nc(C)cc(C(F)(F)F)n2)cc1	1.1
Cc1ccsc1C(=O)N1CCC(N2CCC(C(=O)NCC3CCCO3)CC2)CC1 (configuration not stated)	-0.1
Cc1noc(C)c1C(=O)N1CCCc2ccccc21	0.8
Cc1ccc(CSCc2nc3ccccc3[nH]2)cc1	-1.6
O=C(O)c1cccnc1SC1CC(=O)N(c2ccc(OC(F)F)cc2)C1=O (configuration not stated)	2.8
CCCCc1c(O)nc(SCC(=O)NC(C)(C)C)n(-c2ccccc2C)c1=O	-2.1
CNC(=O)c1cc(C)c(-c2ccccc2)s1	1.6
CCOc1ccc(N2C(=O)CS/C2=N/NC(=O)COc2ccc3ccccc3c2)cc1	6.2
CN(Cc1ccccc1)Cc1nc2c(c(=O)n(C)c(=O)n2C)n1Cc1ccccc1Cl	1.5
O=[N+]([O-])c1ccc(F)c(CN2CCN(c3ncc(Cc4ccccc4)cn3)CC2)c1	-3.2
CCN1C(=O)N(c2ccc(Cl)cc2)C(C)=CC1(C)C	2.2
CCOC(=O)c1cc(S(=O)(=O)N2CCCC2)cn1C	-0.4
CN(CCc1ccccc1)C(=O)c1cccc(NC(=O)Cc2cccc(NC(=O)C3CCCN(S(=O)(=O)c4cccc([N+](=O)[O-])c4)C3)c2)c1 (configuration not stated)	-1.8
COc1ccc2[nH]c(=O)c(CN(CCc3ccccc3)C(C)=O)cc2c1	0.8
COc1ccc(CNC2CCC23CCC(C)CC3)cc1OC (configuration not stated)	1.9
CCOc1cc(/C=N/N=C(N)N)ccc1OCc1ccc(Cl)cc1	-6.3
O=C1NC(=Nc2ccc(F)cc2)SC1Cc1ccc(F)cc1 (configuration not stated)	1.9
COc1ccc(OC)c(Cc2nnc(CCC(=O)N3CCCCC3)o2)c1	1.1
CCN(CC)CC(=O)N1CCCC(C(=O)c2ccccc2OC)C1 (configuration not stated)	4.0
COc1ccc(Nc2nc(NCC3CCCO3)nc(N)c2[N+](=O)[O-])cc1 (configuration not stated)	4.2
CN(C1CCCCC1)S(=O)(=O)c1ccc(NC(=O)c2ccco2)cc1	-0.5
Cc1ccc2nc(NC(=O)C3CCCN(S(=O)(=O)c4cccc5nsnc45)C3)sc2c1 (configuration not stated)	-3.9
Cc1ccc(NC(=O)COC(=O)Cn2cnc3ccccc32)c(C)c1	-1.5
O=C(Cc1ccc(Cl)cc1)NN1C(=O)c2ccccc2C1=O	-0.8
CCc1c(C)nc2[nH]ncn2c1=O	0.2
CCN(CC(=O)NCc1cccs1)C(=O)CCOc1ccccc1C	-1.0
CCOc1ccc(/C=C/C(=O)Oc2ccccc2)cc1	-1.1
CC(Sc1nc2ccccc2c(=O)n1C)C(=O)N(C)C1CCCCC1 (configuration not stated)	-2.1
CC(NC(=O)C(=O)NN=C1CCCCCCC1)c1ccccc1 (configuration not stated)	1.8
CCCCCOc1ccc(C(O)C(CN2CCOCC2)c2ccccc2)cc1 (configuration not stated)	-0.5
O=C(O)c1ccc(S(=O)(=O)NCC2CCCO2)cc1 (configuration not stated)	-0.8
NC(=O)c1c(NC(=O)c2cccnc2)sc2c1CCCC2	0.1
COc1ccc(CNC(=O)CN(CC2CCCO2)C(=O)CNS(=O)(=O)c2ccc(F)cc2)cc1 (configuration not stated)	0.3
CCO/C(C)=C1/SC(=S)NC1=O	0.3
Cc1ccc(Nc2c([N+](=O)[O-])c(=O)n(C)c3ccccc23)cc1	-0.5
CC(=O)c1ccc(OC(=O)CCc2ccccc2)cc1	0.2
COc1ccc(Oc2c(Cl)cnn(-c3ccc(Cl)c(Cl)c3)c2=O)cc1	-5.2
CC(=O)C1=C(O)C(=O)N(CCNCCO)C1c1ccccc1 (configuration not stated)	0.7
COc1cc2cc(C(=O)NC(C)c3cccc4ccccc34)c(N)nc2cc1OC (configuration not stated)	-2.5
Fc1ccc(-c2csc(N3CCOCC3)n2)cc1	1.0
Cc1ccc(S(=O)(=O)NC2CC(C)(C)NC(C)(C)C2)cc1	-0.8
O=C(Cn1nnc(-c2ccc(CN3CCOCC3)cc2)n1)Nc1nc(-c2ccccc2)cs1	0.9
COc1ccc(CCNC(=O)c2cccnc2Cl)cc1OC	3.0
CC(=O)c1cccc(NC(=O)N2CCCCCC2)c1	-0.8
O=C(Nc1cc(N2CCOCC2)ncn1)c1ccc(F)cc1	0.3
O=S(=O)(Cc1ccccc1)/C1=C(\N2CCOCC2)CCCCCC1	-0.7
Cc1ccc(CNC(=O)c2cccnc2)cc1	0.7
Cc1cc(C)c2nc(NC(=O)c3cc(C)on3)sc2c1	-1.6
CCOC(=O)/C=C1/SCC(=O)N1CC(=O)Nc1ccc2c(c1)CCC2	-1.8
CC(C)CC(=O)N1CC(C)N(C(=O)CC(C)C)CC1C (configuration not stated)	-1.0
COc1cccc(OCCCCCN2CCOCC2)c1	1.8

(listing goes on)
SMILES	TTR transcr act
Cc1ccc2nc(SCC(=O)N3CCCC3)[nH]c2c1	1.9
Cc1cccc(C(=O)Nc2c(-c3ccccc3)nc3ncccn23)c1	-0.7
O=C(NC1CCC(c2ccccc2)CC1)c1cccnc1 (configuration not stated)	2.3
Cc1cccc(NC(=O)CN2C(=O)N/C(=C/c3ccc(C)o3)C2=O)c1	3.8
CCCCCCCCN1C(=O)[C@H](CC(=O)NCCCOCCCC)C[C@@]2(C(=O)OC)CCCCC=C12	-1.8
CCN(CC)CC(=O)Nc1ccc(C)cc1C(=O)c1ccccc1	-0.5
Cc1nn(C(=O)c2c(-c3ccccc3)noc2C)c(C)c1N=Nc1cc(C(F)(F)F)cc(C(F)(F)F)c1	-0.9
COc1cc(OC)cc(C(=O)OCC(=O)NCc2ccc3c(c2)OCO3)c1	0.0
COc1ccc(N(CC(=O)NCCC2=CCCCC2)S(=O)(=O)c2ccccc2)c(OC)c1	1.7
CC12CCC(C(=O)NCc3ccc4c(c3)OCO4)(C(=O)C1=O)C2(C)C (configuration not stated)	0.2
CSc1ccc(/C=C/C(=O)N2CCCN(C)CC2)cc1	-0.2
N#CCC(=O)NCC1(c2ccccc2)CCCC1	-1.1
O=c1oc2ccc(C#CC3(O)CCCCC3)cc2cc1-n1cc(C2(O)CCCCC2)nn1	-3.5
CC(=O)Nc1ccc(NC(=O)Nc2ccccc2C)cc1	-1.0
O=C1CC(c2cc(F)ccc2F)c2cc3c(cc2N1)CCC3 (configuration not stated)	-2.1
CCn1c(C)nc2cc(C(=O)NNC(=S)Nc3ccc(Cl)cc3)ccc21	-4.0
COc1ccccc1/C=N/NC(=O)CC(=O)Nc1ccc(Cl)c(Cl)c1	-0.5
CCCCNC(=O)O/N=C(\N)CS(=O)(=O)C(C)(C)C	-1.7
Cc1ccc(N2CCN(/N=C/c3ccccc3)CC2)cc1	0.5
O=C(NCCO)c1ccc2c(c1)S(=O)(=O)c1ccccc1C2=O	0.5
COc1ccc(OC)c(-c2cc(C(=O)Nc3ccccc3C(N)=O)c3ccccc3n2)c1	2.5
COc1ccc(NC(=S)N2CCC(NC(=O)C3CCCCC3)CC2)cc1	-1.2
CSCC[C@H](NC(=O)OC(C)(C)C)C(=O)N1CCC(C(=O)N[C@H](C(=O)O)C(C)C)CC1	2.7
Cc1cc(=O)[nH]c(SCc2cc(=O)n3nc(C)sc3n2)n1	0.0
COc1ccccc1N1C(N)=NC(N)=NC1(C)C	3.2
Nc1ccc(-n2nncc2-c2ccc(Cl)cc2)cc1	-1.3
